BoNT A protease: blocks Botulinum neurotoxin A light chain protease | 360,000 compounds, 0.17% hits | inhibition, % at 10 µM | multiplex microsphere protease substrate cleavage, flow cytometry; further: plate controls were buffer without enzyme for full effect and enzyme alone for no effect
GDH-TPI inh: inhibits GDH-TPI coupling enzymes, artifact for Mtb FBA screen; GDH-TPI coupled enzyme counterscreen, NADH absorbance; inhibition, % at 4.8 µM; 360,000 compounds, 1.2% hits; in the data active means inhibition above about 30%;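 further: 0% = DMSO wells and 100% = wells lacking the enzyme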
Mtb FBA inh: inhibitors of M. tuberculosis fructose-bisphosphate aldolase | purified M. tuberculosis FBA, fluorescence read-out | inhibition, % at 1 µM | 360,000 compounds, 2.3% hits | AID 588726; in the data active means inhibition above about 27%;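 further: 0% = vehicle and 100% = reference inhibitor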
Target sequence (P9WQA3 whole entry, looked up): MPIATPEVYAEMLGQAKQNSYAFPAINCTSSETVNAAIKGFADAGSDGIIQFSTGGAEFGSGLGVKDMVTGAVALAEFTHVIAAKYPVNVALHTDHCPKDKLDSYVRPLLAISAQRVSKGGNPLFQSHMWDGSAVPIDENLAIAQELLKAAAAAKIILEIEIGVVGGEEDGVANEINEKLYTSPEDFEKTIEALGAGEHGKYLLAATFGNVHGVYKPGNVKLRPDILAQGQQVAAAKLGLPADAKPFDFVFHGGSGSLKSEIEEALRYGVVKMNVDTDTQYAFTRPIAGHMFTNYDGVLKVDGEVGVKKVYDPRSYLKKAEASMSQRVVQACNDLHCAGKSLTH
UGM FP inh: blocks M. tuberculosis UGM enzyme. P9WIQ1. purified UGM, fluorescence polarization probe displacement. inhibition, % at 10 µM. 320,000 compounds, 0.06% hits. AID 504406; in the data active means inhibition above about 10%, passing the limit was not always enough; inconclusive means no clear call, values can overlap the other calls
Target sequence (P9WIQ1 whole entry, looked up): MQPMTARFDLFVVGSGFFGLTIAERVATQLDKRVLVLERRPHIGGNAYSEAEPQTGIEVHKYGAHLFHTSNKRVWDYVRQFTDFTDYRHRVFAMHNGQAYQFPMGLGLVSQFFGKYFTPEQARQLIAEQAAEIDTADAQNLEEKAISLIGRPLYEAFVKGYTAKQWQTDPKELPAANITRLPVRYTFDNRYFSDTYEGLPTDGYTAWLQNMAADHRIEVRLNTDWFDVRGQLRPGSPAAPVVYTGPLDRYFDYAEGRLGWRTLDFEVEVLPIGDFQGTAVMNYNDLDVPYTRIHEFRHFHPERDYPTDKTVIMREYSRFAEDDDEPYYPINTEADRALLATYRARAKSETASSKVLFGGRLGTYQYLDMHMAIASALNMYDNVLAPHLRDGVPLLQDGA
BioA inh: blocks M. tuberculosis BioA enzyme activity; purified M. tuberculosis BioA enzyme, plate reader; 360,000 compounds, 0.096% hits; AID 602481; inhibition, % at 9.99 µM; in the data active means inhibition above about 40%; inconclusive means no clear call, values can overlap the other calls
Anthrax LF prot: blocks Bacillus anthracis lethal factor protease | P15917 | multiplex microsphere protease cleavage assay, LF | inhibition, % at 10 µM | 360,000 compounds, 0.12% hits | AID 588501; further: plate controls were buffer without enzyme for full effect and enzyme alone for no effect
BoNT-F LC inh: BoNT F light chain protease inhibition; Multiplex microsphere protease cleavage assay, flow cytometry; inhibition, % at 10 µM; 360,000 compounds, 0.22% hits; in the data active means inhibition above about 35%, passing the limit was not always enough; inconclusive means no clear call, values can overlap the other calls; further: plate controls were buffer without enzyme for full effect and enzyme alone for no effect
FadD28 FP inh: blocks FadD28 binding to the bisubstrate probe | fluorescence polarization | inhibition, % at 12.5 µM | 360,000 compounds, 0.22% hits | AID 588549; in the data active means inhibition above about 8.5%, passing the limit was not always enough; inconclusive means no clear call, values can overlap the other calls
PfHsp40 rescue: restores yeast growth despite PfHsp40 toxicity. S. cerevisiae expressing PfHsp40, growth rescue, ATP luminescence. growth rescue, % at 12.5 µM. 340,000 compounds, 0.68% hits. AID 504582; in the data active means growth rescue above about 28%, passing the limit was not always enough; inconclusive means no clear call, values can overlap the other calls;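 further: yeast W303a lacking pdr1 and pdr3 grown in galactose medium; growth measured after three days at 30 °C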
An asterisk follows results filed as active; ? = inconclusive; nt = not tested or not shown. Unless noted, no stated cut-off is given here; in the data, active means inhibition above about 30%; inconclusive means no clear call, values can overlap the other calls; inactive means below that.

SMILES	BoNT A protease	GDH-TPI inh	Mtb FBA inh	UGM FP inh	BioA inh	Anthrax LF prot	BoNT-F LC inh	FadD28 FP inh	PfHsp40 rescue
Nc1nc2ccc(C(=O)Nc3ccc(N4CCOCC4)cc3)cc2s1	-0.1	19.5	-1.8	0.4	-1.2	0.4	-3.0	-2.0	0.4
CC(=O)Nc1ccc(NC(=O)CSc2nnc3ccc(-c4cccnc4)nn23)cc1	-1.2	-11.5	1.9	-4.0	nt	1.9	-7.7	-1.5	-0.8
CCn1nc(C(=O)NNC(=O)c2ccc(OC(F)F)cc2)c2ccccc2c1=O	2.8	-5.3	-1.1	-1.3	-1.5	0.8	-0.2	-3.2	-0.4
N=C1SCC(=O)N1c1nc(-c2ccccc2)cs1	-0.2	14.3	-2.9	-0.7	0.0	-3.0	0.2	-1.8	-1.6
CC(C)(O)P(=O)(O)CCc1ccccc1	-18.2	-3.1	4.5	3.3	-1.8	-16.1	-15.7	0.8	0.0
CCOC(=O)c1c(C)[nH]c(C(=O)COC(=O)C2CC2C)c1C (stereo unspecified)	-0.6	-2.2	-0.9	-2.6	0.4	1.2	-7.8	-1.5	-1.1
COc1ccc(C2CC(c3ccc(OC)cc3OC(C)=O)=NN2C(=O)c2ccccc2)cc1 (stereo unspecified)	-6.5	2.6	-0.3	5.0	1.6	-6.5	?	-6.1	3.5
Cc1ccc(NC(=O)C(C)C(=O)Nc2ccc(C)cc2)cc1	0.1	-0.6	4.0	-1.9	nt	-5.0	-0.1	-0.2	-0.2
Cc1ccc(S(=O)(=O)CCC(=O)OCC(=O)Nc2ccc(N3CCOCC3)cc2)cc1	-2.2	3.6	0.6	-0.2	-0.1	6.2	10.4	-2.6	0.1
COc1ccc(Cl)cc1NC(=O)C1Cc2cc(S(=O)(=O)N3CCCC3)ccc2N1C(C)=O (stereo unspecified)	0.3	5.9	0.4	-1.5	-0.1	2.0	-2.7	-1.8	-0.9
Cc1nnc(SCC(=O)Nc2nc3c(s2)CC(C)CC3)s1 (stereo unspecified)	-0.7	5.0	-1.4	-0.9	-0.4	2.1	-6.4	-2.0	-1.0
CC1CCCCC1NC(=O)C1CCN(S(=O)(=O)N2CCCCCC2)CC1 (stereo unspecified)	9.9	-1.9	-2.4	3.8	-0.7	-13.6	11.2	0.0	-0.2
COCCNC(=O)CN(c1ccccc1OC)S(C)(=O)=O	0.2	6.4	-0.7	2.2	-1.3	0.1	1.4	-0.5	0.2
CCC(C)N=Cc1c(NCc2ccco2)nc2c(C)cccn2c1=O (stereo unspecified)	0.2	6.2	7.9	1.1	1.6	-0.6	-10.8	-3.2	1.5
COc1cc(/C=C/C(=O)OC(C)C(=O)c2ccccc2)cc(OC)c1OC (stereo unspecified)	4.3	7.9	4.0	-1.4	-1.2	-5.4	?	0.3	-0.6
O=C(Cn1cnc(S(=O)(=O)N2CCCC2)c1)Nc1ccccc1	-0.8	4.3	0.5	-0.3	-1.3	-0.2	1.2	1.0	-0.9
NC(=S)N/N=C/c1ccc2ccccc2c1	-0.1	21.8	-4.3	1.6	nt	0.1	-1.0	-3.8	0.6
COc1ccc(C(CC(=O)N2CCOCC2)c2c(OC)cc(OC)c3ccc(=O)oc23)cc1 (stereo unspecified)	-0.3	14.5	11.7	0.9	0.7	-5.2	1.8	-3.1	0.2
O=C(NCCN1CCOCC1)c1ccc(Cl)c([N+](=O)[O-])c1	-0.2	11.4	0.1	-0.5	0.2	5.3	14.2	-1.3	-0.7
Cc1ccc(C)c(C(=O)COC(=O)C2CCN(c3ccc(C(F)(F)F)cn3)CC2)c1	-6.7	-7.2	1.7	0.7	-1.6	-1.6	-17.8	-2.4	1.8
CCc1ccc(NC(=O)COC(=O)c2cccs2)cc1	-1.3	-13.3	-1.3	2.9	1.9	6.1	-13.3	-3.5	0.4
COc1cc(OC)cc(C(=O)N[C@H](C(=O)OCC(=O)NC(C)c2ccccc2)C(C)C)c1 (stereo partly specified)	-0.3	3.7	0.2	1.9	nt	4.3	3.5	-4.5	-0.7
CCCOc1ccccc1C(=O)NCCCC(=O)O	-0.2	3.4	7.0	0.1	-2.9	-5.6	-5.4	-1.4	-0.5
COc1ccc(C2=NS(=O)(=O)N(C)C(C(=O)N3CCCCC3)=C2)cc1OC	0.2	27.9	-5.7	-1.8	-0.2	2.0	-9.9	-3.0	-0.7
CCCNC(=O)COC(=O)c1ccc(S(=O)(=O)N2CCCC2)cc1	0.4	-0.3	-1.0	-0.6	nt	-1.9	-1.5	-0.4	10.4

Random excerpt: three compounds from above
SMILES	BoNT A protease	GDH-TPI inh	Mtb FBA inh	UGM FP inh	BioA inh	Anthrax LF prot	BoNT-F LC inh	FadD28 FP inh	PfHsp40 rescue
Nc1nc2ccc(C(=O)Nc3ccc(N4CCOCC4)cc3)cc2s1	-0.1	19.5	-1.8	0.4	-1.2	0.4	-3.0	-2.0	0.4
CCc1ccc(NC(=O)COC(=O)c2cccs2)cc1	-1.3	-13.3	-1.3	2.9	1.9	6.1	-13.3	-3.5	0.4
Cc1ccc(S(=O)(=O)CCC(=O)OCC(=O)Nc2ccc(N3CCOCC3)cc2)cc1	-2.2	3.6	0.6	-0.2	-0.1	6.2	10.4	-2.6	0.1

In the list so far, these have two or more sulfur atoms:
SMILES	BoNT A protease	GDH-TPI inh	Mtb FBA inh	UGM FP inh	BioA inh	Anthrax LF prot	BoNT-F LC inh	FadD28 FP inh	PfHsp40 rescue
N=C1SCC(=O)N1c1nc(-c2ccccc2)cs1	-0.2	14.3	-2.9	-0.7	0.0	-3.0	0.2	-1.8	-1.6
Cc1nnc(SCC(=O)Nc2nc3c(s2)CC(C)CC3)s1 (stereo unspecified)	-0.7	5.0	-1.4	-0.9	-0.4	2.1	-6.4	-2.0	-1.0

The listing continues:
SMILES	BoNT A protease	GDH-TPI inh	Mtb FBA inh	UGM FP inh	BioA inh	Anthrax LF prot	BoNT-F LC inh	FadD28 FP inh	PfHsp40 rescue
O=C(CN1C(=O)CN=C(c2ccccc2Cl)c2cc(Cl)ccc21)NCc1ccco1	0.8	5.1	-0.8	-0.4	1.8	1.7	7.6	-2.5	-1.8
COc1ccccc1/C=N/NC(=O)CC(=O)NCc1cccnc1	0.0	12.6	-0.4	-3.3	nt	1.5	-2.4	0.9	-0.4
O=C(NC1CCCCCC1)c1ccc2c(=O)n3c(nc2c1)CCCCC3	0.0	4.9	6.2	0.7	0.1	-10.1	2.7	-2.7	1.5
CC(=O)c1ccc(N2CCN(S(=O)(=O)c3cn(C)c(C)n3)CC2)cc1	-1.2	16.3	0.1	-3.3	8.5	-8.1	-10.5	-0.6	-1.7
CCOc1cc(-c2noc(CCC(=O)NC3CCCCC3)n2)ccc1OC	-3.1	-3.5	-2.5	-0.1	-5.2	-12.4	-5.0	-1.2	-1.8
CCOC(=O)c1sc(-c2ccccc2)cc1NC(=O)Nc1ccc([N+](=O)[O-])cc1	2.8	2.5	4.0	-0.8	nt	2.5	-3.4	1.8	-0.7
O=[N+]([O-])c1ccc(Sc2ccc(F)cc2)nc1	0.4	17.7	-0.5	-3.4	nt	2.1	-3.2	-1.5	1.0
O=C(NC12CC3CC(CC(C3)C1)C2)c1cccnc1Cl	-0.7	16.2	4.5	-0.9	-2.6	-0.2	-30.3	0.2	-0.6
COCc1c(C(=O)N/N=C(\C)c2ccc(Cl)s2)nnn1-c1nonc1N	1.2	-5.0	0.3	3.4	-0.4	2.1	1.5	-2.8	-0.7
Cc1nn(-c2ccc(C(=O)NCC(c3ccco3)N3CCCC3)cc2)c(C)c1Cl (stereo unspecified)	-0.3	3.5	5.5	1.4	0.0	-4.4	2.9	-7.3	-1.0
Nc1ccc(C(=O)Oc2ccc([N+](=O)[O-])cc2)cc1	-3.0	3.9	0.1	-2.4	3.7	-4.8	?	0.0	-1.4
O=C1CSC(=Nc2ccccc2)N1	nt	1.2	3.0	-2.0	-0.6	nt	nt	1.5	0.0
CNS(=O)(=O)c1cccc(C(=O)OCC(=O)NC(C)CCc2ccccc2)c1 (stereo unspecified)	-4.7	-1.4	0.1	2.5	0.9	7.9	-11.0	-4.0	0.7
O=C1CC(N2CCN(S(=O)(=O)c3ccc([N+](=O)[O-])cc3)CC2)C(=O)N1c1ccccc1F (stereo unspecified)	0.1	-2.5	0.7	-3.4	-0.3	-2.7	5.1	-2.3	3.0
CC1Cc2ccccc2N1C(=O)CSC1=NCCS1 (stereo unspecified)	-0.1	5.7	1.6	0.6	-0.5	-1.9	-0.9	-0.4	-0.4
COC(=O)C[C@H](NC(=O)Cn1cnc2c(SC)nc(N)nc21)C(=O)OC	-0.3	9.4	5.1	0.1	-2.0	1.2	-9.3	-1.9	-0.1
COC(=O)C1CC(=O)c2sccc2C1 (stereo unspecified)	-0.2	4.8	-4.0	-1.5	nt	-0.6	3.1	-1.1	-0.5
COc1cccc(C(C2C(=O)CC(C)(C)CC2=O)C2C(=O)CC(C)(C)CC2=O)c1	-1.7	1.4	-1.8	0.7	0.6	9.9	0.4	-1.2	0.6
O=C(CSc1ccccc1)N1CCN(S(=O)(=O)c2cccs2)CC1	-2.6	3.0	3.1	3.0	2.5	-0.2	-0.4	-1.7	-0.5
Cc1ccc2nc(COc3ccc(Cl)cc3)cc(=O)n2c1	0.3	7.9	3.6	2.9	nt	-5.0	0.8	-1.0	-1.7
ONC(=Nc1ccccc1)c1ccccc1Cl	1.0	-4.2	3.8	0.4	-0.3	5.0	-4.4	0.1	-0.6
CCc1nnc(NC(=O)c2sc3nc4c(cc3c2N)CCCCC4)s1	0.0	7.2	25.8	0.1	nt	-1.6	-1.0	4.0	-0.1
COc1cccc(CNC(=O)CCC2CCCN(C(=O)c3ccoc3C)C2)c1 (stereo unspecified)	-0.1	-9.4	1.9	-0.4	0.3	-0.4	-0.1	-4.0	-1.4
Cc1cc(C)nc(N2CCCC(C(=O)Nc3nnc(C(C)(C)C)s3)C2)n1 (stereo unspecified)	-0.7	-2.7	-2.7	0.3	nt	-1.0	-4.9	-4.8	0.5
CC(NC(=O)NCCCC(=O)O)(C(F)(F)F)C(F)(F)F	-0.4	15.0	-1.3	0.2	-1.6	-4.2	-6.4	1.1	-1.9
SMILES	BoNT A protease	GDH-TPI inh	Mtb FBA inh	UGM FP inh	BioA inh	Anthrax LF prot	BoNT-F LC inh	FadD28 FP inh	PfHsp40 rescue
Cc1ccc(C(=O)NCC(C)NC(=O)c2ccc(C)c(C)c2)cc1C (stereo unspecified)	-0.2	4.1	2.1	2.1	-0.6	-4.0	10.2	-2.3	0.6
C/C(=N\NC(=O)c1ccco1)c1ccc(C(=O)O)s1	-0.6	23.7	-4.5	-1.7	0.6	-2.7	3.7	-3.2	?
COc1ccc(C(=O)NCc2nnc(SCC(=O)N3CCC(C)CC3)o2)cc1OC	1.1	15.8	4.5	2.4	-1.3	1.1	3.3	-2.5	0.3
O=C(NCCc1ccc(F)cc1)c1ccc(S(=O)(=O)N2CCCC2)cc1	-1.4	2.8	2.5	-2.5	nt	1.7	-7.6	-1.2	-0.2
O=C(O)CCCNc1ccc([N+](=O)[O-])c(NCCCC(=O)O)n1	-1.3	12.0	-7.0	0.1	nt	-4.4	-0.8	-0.6	0.1
CCOc1ccc(S(=O)(=O)N(C(=O)c2ccco2)c2cc3sc(=O)oc3c3ccccc23)cc1	0.6	7.2	-0.8	-0.9	nt	-1.4	-3.6	-1.1	-0.6

Entries of single compounds, quoted from the list. Values in the order: BoNT A protease, GDH-TPI inh, Mtb FBA inh, UGM FP inh, BioA inh, Anthrax LF prot, BoNT-F LC inh, FadD28 FP inh, PfHsp40 rescue
`C/C(=N\NC(=O)c1ccco1)c1ccc(C(=O)O)s1` is entered as -0.6, 23.7, -4.5, -1.7, 0.6, -2.7, 3.7, -3.2, ?
`CCOc1ccc(S(=O)(=O)N(C(=O)c2ccco2)c2cc3sc(=O)oc3c3ccccc23)cc1` is entered as 0.6, 7.2, -0.8, -0.9, nt, -1.4, -3.6, -1.1, -0.6

Individual results from the list:
CCOc1ccc(S(=O)(=O)N(C(=O)c2ccco2)c2cc3sc(=O)oc3c3ccccc23)cc1 in BoNT A protease has 0.6
C/C(=N\NC(=O)c1ccco1)c1ccc(C(=O)O)s1 in BoNT-F LC inh has 3.7
